D1 ag = agonists of human D1 dopamine receptor | P21728 | HEK293 T-REx D1 cells, calcium flux, agonist mode | activation, % at 2 µM | hit rate 1% among 360,000 | AID 504660; in the data active means activation above about 30%; further: 0% is about no effect
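Tetracycline-induced HEK293 TREx D1 cells, force-coupled to calcium signalling, were dye-loaded with a no-wash calcium kit. Compound was pin-added after a 10 s baseline. Fluorescence was read kinetically at 1 cycle/s for 180 s, with calcium rises flagged as agonism.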
Vif-A3F inh = inhibitors of Vif-A3F interaction | HeLa A3F-eYFP + Vif (tagged APOBEC3F with the HIV-1 protein that degrades it), YFP fluorescence increase | Potency, µM (series often up to 46.1 µM), for the others: top-dose activity, negative = active | hit rate 0.2% among 390,000 | AID 602313; further: potency means the concentration at half of the fitted maximal effect; % of control where 0% means no effect; nearly all actives have a fitted effect of over 65% in size
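HeLa cells stably expressing Vif plus C-terminally eYFP-tagged A3F were seeded, incubated overnight at 37 deg C, dosed with compound, incubated overnight again at 37 deg C. Yellow fluorescence (Ex 488/Em 500-530) reported blocked Vif-mediated A3F-eYFP degradation.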
RXFP1 antag = antagonists of human relaxin receptor RXFP1. AID 1259400. activity change, negative = inhibition, % at 57.5 µM. hit rate 0.59% among 350,000. HEK293-RXFP1, relaxin-stimulated cAMP HTRF, 30 min; active compounds read low;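 active means activity change of -60% or lower, but not beyond a set lower limit; inconclusive means change between -60% and -40%, or beyond the set limit; inactive means change above -40%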; further: on the % scale 0 is the no-effect control and ±100 the full control effect
Target sequence (Q9HBX9 whole entry, looked up): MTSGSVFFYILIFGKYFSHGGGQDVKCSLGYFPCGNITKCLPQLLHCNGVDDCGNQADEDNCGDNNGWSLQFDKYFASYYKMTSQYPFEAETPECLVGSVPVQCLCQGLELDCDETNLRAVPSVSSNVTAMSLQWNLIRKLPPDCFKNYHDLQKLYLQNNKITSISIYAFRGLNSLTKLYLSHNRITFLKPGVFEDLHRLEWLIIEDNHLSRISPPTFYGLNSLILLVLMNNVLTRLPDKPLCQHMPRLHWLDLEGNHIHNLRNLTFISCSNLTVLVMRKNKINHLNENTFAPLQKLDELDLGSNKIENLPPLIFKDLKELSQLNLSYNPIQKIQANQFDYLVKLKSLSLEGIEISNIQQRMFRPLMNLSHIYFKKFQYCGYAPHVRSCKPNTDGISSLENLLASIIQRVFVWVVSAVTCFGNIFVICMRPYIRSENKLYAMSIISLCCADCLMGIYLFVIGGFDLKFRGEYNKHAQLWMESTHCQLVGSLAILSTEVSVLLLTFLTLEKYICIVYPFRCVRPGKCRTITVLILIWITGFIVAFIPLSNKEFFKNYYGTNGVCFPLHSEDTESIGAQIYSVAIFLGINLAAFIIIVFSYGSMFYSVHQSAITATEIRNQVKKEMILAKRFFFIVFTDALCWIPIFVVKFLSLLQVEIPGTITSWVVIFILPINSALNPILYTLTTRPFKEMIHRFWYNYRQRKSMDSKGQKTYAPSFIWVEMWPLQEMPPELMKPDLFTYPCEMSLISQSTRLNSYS
GRP78 ERSR act = ER stress response induction in glioma; U87-MG GRP78 promoter luciferase reporter, 16 h; Potency, µM, for inactives: at the top dose activation, actives largely listed as activators; hit rate 0.02% among 420,000; further: potency means the concentration at half of the fitted maximal effect; series mostly up to about 76 µM; % of control where 0% means no effect; nearly all actives have a fitted effect of over 35% in size
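Stably transfected U87-MG glioma cells carrying a GRP78-based luciferase sensor; 16 h compound incubation. Luminescence end-point read 10 min after Bright-Glo addition at room temperature.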
Vif-APOBEC3G blk = blocks the Vif interaction with human APOBEC3G; Q9HC16; Potency, µM (top dose mostly 46.1 µM), for inactives: at the top dose activity, negative = active, usual class: inhibitors; hit rate 0.076% among 410,000; HeLa A3G-eYFP + Vif (tagged APOBEC3G with the HIV-1 protein that degrades it), YFP fluorescence, overnight; AID 602310;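 further: potency means the concentration at half of the fitted maximal effect; on the % scale 0 is the no-effect control and ±100 the full control effect; nearly all actives have a fitted effect of over 60% in size; hits raise eYFP signal because A3G escapes Vif-driven loss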
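HeLa cells stably expressing Vif and C-terminally eYFP-tagged A3G, seeded overnight at 37 deg C, then exposed to compound by pintool overnight at 37 deg C. Rise in yellow fluorescence (Ex 488/Em 500-530, Acumen) marks blocked Vif-driven A3G degradation.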
D2 PAM = D2 dopamine receptor (human) potentiation; P14416; potentiation, % at 10 µM; hit rate 0.34% among 340,000; HEK293 T-REx D2, calcium flux, EC20 dopamine potentiation;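 active means potentiation over 3 SD above the plate norm, cut at about 30% in these data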; further: 0% is about no effect
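Using a no-wash calcium dye in inducible, force-coupled HEK293 Trex cells expressing D2, we tracked fluorescence each second for 180 s after compound, then for 180 s after EC20 dopamine to detect augmented signalling.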
D1 antag = antagonists of human D1 dopamine receptor; P21728; HEK293 TREx D1 cells, calcium flux, dopamine EC80; active compounds read low; activity change, negative = inhibition, % at 10 µM; hit rate 3.2% among 360,000; AID 504652; in the data active means activity change below about -30%; further: on the % scale 0 is the no-effect control and ±100 the full control effect
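Allosteric or orthosteric antagonism assessed as attenuation of the calcium response to EC80 dopamine, added 180 s after compound, in induced HEK293 Trex D1 cells loaded with no-wash calcium dye.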
RXFP1 agonist = activates the human relaxin receptor RXFP1. Q9HBX9. HEK293T-RXFP1 cAMP TR-FRET, 30 min; response scale: percent of porcine relaxin response, buffer zero. Potency, µM (titrated, usually from 57.5 µM), for the others: at the top dose activation, hits mostly activators. hit rate 0.3% among 370,000. AID 2676; further: potency means the concentration at half of the fitted maximal effect; on the % scale 0 is the no-effect control and ±100 the full control effect; nearly all actives have a fitted effect of over 60% in size; many of its hits are not listed in these tables
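Agonist response is measured as cAMP accumulation in an RXFP1-transfected HEK293T line under PDE4 inhibition. Values are scaled between buffer-only and 29 nM porcine relaxin, and EC50s come from standard Hill equation fits.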
D1 potentiator = human D1 dopamine receptor positive modulation | P21728 | HEK293 TREx D1 cells, calcium flux, dopamine EC20 potentiation | hit rate 0.036% among 360,000 | potentiation, % at 10 µM; in the data active means potentiation above about 30%; further: 0% is about no effect
Active calls of the source: *; ? = inconclusive; . = not tested or not shown; & = joins results of further samples. Unless noted, the call rests on the fitted dose curve; in most records, active means well fitted curve in the direction sought with a large enough effect; inconclusive means small, poorly fitted or top-dose-only effect, or another doubt; inactive means no such curve, though single readings can be large; an effect the other way counts as inactive or inconclusive. A portion of the library (hit frequency here may not be typical).

SMILES	D1 ag	Vif-A3F inh	RXFP1 antag	GRP78 ERSR act	Vif-APOBEC3G blk	D2 PAM	D1 antag	RXFP1 agonist	D1 potentiator
C=CCn1c(=N)n(CC(O)COc2ccccc2OC)c2ccccc21 (stereo not given)	3	4%	-6	-6%	-2%	-18	-18	-0.2%	-5
CC(C)c1ccc(S(=O)(=O)NCc2nc3cccnc3n2Cc2ccc(F)cc2)cc1	2	7%	-15	-2%	1%	6	-8	2.8%	-3
CNC(=S)N1CCN(c2ccc(OC)cc2)CC1	0	-1%	1	0%	2%	4	-10	-2.4%	-4
CCOC(=O)C1=C(C)OC(N)=C(C#N)C1c1cc(SCC)oc1C (stereo not given)	3	3%	-5	-6%	-4%	-3	11	1.5%	-2
CCCCCCSc1ccc([C@H]2N[C@@](CC(C)C)(C(=O)OC)[C@H]3C(=O)N(C)C(=O)[C@@H]23)cc1OC	8	1%	.	-2%	0%	-1	9	0.6%	2
C[C@@H]1CNC(=O)c2c(C(=O)N[C@H](C)c3ccccc3)ncn21	.	-9%	0	1%	-2%	.	.	.	.
COC(=O)c1cc(NC(=O)c2ccccc2)c(=O)oc1/C=C/Nc1ccc(Oc2ccccc2)cc1	13	8.9µM*	-4	1%	?	.	-11	8.8%	1
O=C1OC(CC(=O)N(Cc2nnc(-c3ccc(Cl)cc3)o2)C2CC2)c2ccccc21 (stereo not given)	1	0%	2	-6%	-12%	-1	-44*	2.6%	.
CCC(=O)NC1(C(F)(F)F)C(=O)Nc2c1c(=O)n(C)c(=O)n2C (stereo not given)	4	-7%	-5	-4%	0%	.	-60*	0.1%	-8
Cc1ccc(S(=O)(=O)Nc2nc3ccccc3s2)cc1[N+](=O)[O-]	0	6%	1	-5%	-7%	6	-4	0.5%	-4
Cc1ccc(-c2cc(C(=O)Nc3ccccn3)c3ccccc3n2)o1	1	15%	1	-5%	-3%	-3	6	11%	-10
N=C1/C(=C/c2ccc(-c3cccc(C(=O)O)c3)o2)C(=O)N=C2SC=C(c3ccccc3)N12	28	7%	-35	5%	-1%	.	2	0.6%	-3
CCOC(=O)C1=C(C)NC(C)=C(C(=O)OCC)C1c1ccc([N+](=O)[O-])s1	0	-8%&2%	2&-7	-4%&-6%	-14%&-16%	8	-5	-2.5%	-1
Cc1ccc2cc(-c3noc(C(C)(C)C)n3)c(=O)[nH]c2c1	7	-1%	0	-3%	0%	0	24	0.3%	-2
COc1cc2c(cc1OC)C(c1ccc(F)cc1)N(c1cccc(C#N)c1)C(=O)C2 (stereo not given)	-2	1%	-6	1%	-5%	7	-20	-1.9%	1
CCOC(=O)N1CCN(C(=O)c2ccc3c(=O)n(Cc4ccccc4OC)c(=S)[nH]c3c2)CC1	3	-12%	8	-3%	-21%	.	5	2.8%	3
Cc1sc2c(c1C)c(=O)nc1scc(CC(=O)O)n12	0	1%	-10	-3%	0%	0	2	14%	-3
COc1ccc(S(=O)(=O)N(C)C)cc1NC(=O)Cc1cccs1	3	-14%	12	-1%	-6%	-8	16	-0.2%	-2
COc1ccc2[nH]c(C(=O)NCc3ccc4c(c3)OCO4)cc2c1	3	17%	-12	-1%	0%	.	-29	1.9%	-12
Cc1cc(C(=O)Cn2nc(C(=O)O)c3ccccc3c2=O)c(C)n1CCc1ccc(F)cc1	3	1%	-14	3%	2%	-7	0	-0.3%	6
Cc1cccc(-c2nc3c(cnn3-c3ccccc3)c(=O)n2-c2cccc(Cl)c2)c1	5	3%	-12	-4%	-1%	10	-1	0.1%	0
COc1ccc(C)cc1S(=O)(=O)Nc1ccc(-n2c(C)nc3ccccc3c2=O)cc1	4	2%	-8	-2%	-2%	8	-11	0.4%	-3
CCS(=O)(=O)N1CCc2cc(C(=O)NCc3ccc(OC)cc3)ccc21	2	-2%	.	0%	-3%	-22	2	-0.3%	3
NS(=O)(=O)c1ccc(CCNC(=O)Cn2c(-c3cccs3)cc3ccccc32)cc1	5	1%	-17	-4%	-2%	-3	10	7.4%	-2
CCCCn1c(NS(=O)(=O)c2ccccc2)c(S(=O)(=O)c2ccc(C)cc2)c2nc3ccccc3nc21	2	-2%	-5	-1%	-6%	13	-11	?	-10
COc1ccc(C(=O)Nc2ccccc2C(=O)NC(C)C)cc1OC	2	.	-2	-4%	-1%	12	-5	0.2%	-1
CCOC(=O)c1nnn(-c2nonc2N)c1-c1ccc(F)cc1	4	0%	-8	-6%	1%	12	-22	-2.7%	-4
CCC(C)(C)NC(=O)CN(Cc1ccccc1)C(=O)CCC(=O)Nc1nccs1	3	-12%	3	-1%	0%	4	-1	2.0%	-4
CCN1C(=O)[C@@H]2[C@@H](c3ccc(-c4ccc(C(C)=O)cc4)cc3)N3CCCC[C@@]3(C(=O)OC)[C@@H]2C1=O	5	-1%	.	4%	-10%	19	-15	0.7%	-1
Cc1cc(Cl)ccc1NC(=O)CS(=O)(=O)c1cccc2nsnc12	2	-2%	.	-4%	-1%	9	1	-0.4%	-3
O=C(CN1CCOCC1)N1N=C(c2cccs2)CC1c1cccs1 (stereo not given)	1	0%	-18	-6%	1%	13	8	3.6%	-1
Cc1cc(C(=O)NC(C)c2ccncc2)cs1 (stereo not given)	3	-11%	8	-2%	3%	5	2	0.8%	-1
COc1ccc(CC(NC(C)=O)C(=O)NC2CCN(C(=O)Nc3ccccc3Cl)CC2)cc1OC (stereo not given)	3	-6%	-7	-5%	2%	2	-9	0.1%	6
O=C(Nc1ccc(Br)cn1)c1ccc(Cl)s1	0	-14%	-1	1%	-13%	.	22	11%	-2
Cc1ccccc1NC(=O)CC1c2ccccc2CC(C)(C)N1C (stereo not given)	4	-3%	6	-3%	0%	-17	4	0.4%	-1
O=S(=O)(NCc1cc(-c2ccccc2Cl)no1)c1ccccc1	.	.	0	-3%	5%	.	.	1.2%	.
O=C(Nc1c(C(=O)N2CCCCC2)cnn1-c1ccccc1)c1ccco1	2	-6%	-2	-2%	-1%	21	6	2.1%	1
CCCn1nc(-c2ccccc2)c2nc3ccccc3nc21	70*	?	-4	0%	-13%	12	5	4.0%	8
O=C(CSc1ncccn1)NCCc1ccccc1	2	0%	-4	-1%	-3%	7	7	4.2%	0
O=C(Nc1ccc2c(c1)OCO2)NC1(C(F)(F)F)Oc2ccccc2O1	5	-13%	7	?	?	-4	1	1.9%	-10

Copied from the list.
Value for `Cc1cc(Cl)ccc1NC(=O)CS(=O)(=O)c1cccc2nsnc12` under D1 ag: 2
Value for `Cc1cccc(-c2nc3c(cnn3-c3ccccc3)c(=O)n2-c2cccc(Cl)c2)c1` under D1 ag: 5

Next part
SMILES	D1 ag	Vif-A3F inh	RXFP1 antag	GRP78 ERSR act	Vif-APOBEC3G blk	D2 PAM	D1 antag	RXFP1 agonist	D1 potentiator
S=C(NC12CC3CC(CC(C3)C1)C2)N1CCCC1	3	-1%	.	-2%	0%	-4	-1	-0.3%	-2
CCC(C)(C(=O)NC1CCCC1)N(C(C)=O)c1ccc(C)cc1 (stereo not given)	-2	-5%	-13	-2%	2%	-10	.	0.6%	-1
CN(C)CCCN(C(=O)c1ccco1)c1nc(-c2ccc(Cl)cc2)cs1	33*	5%	-7	-1%	2%	-18	-42*	0.6%	-6
COc1ccc(C2CC(=O)N(CC(=O)Nc3ccc(C)c(Cl)c3)c3ccccc3S2)cc1OC (stereo not given)	3	3%	.	4%	-4%	15	3	-0.7%	-5
CCn1c2ccccc2c2cc(NC(=O)CSc3nnc(-c4ccccc4OC)n3N)ccc21	0	-4%	14	0%	1%	-3	7	1.3%	-2
COc1cccc(-c2cc3nc4c(c(NCC(C)(C)CN(C)C)n3n2)CCCC4)c1	2	2%	-31	-11%	-2%	-10	3	2.1%	2
c1ccc(-c2noc(C3CCC3)n2)nc1	0	-1%	-2	-1%	0%	.	-8	4.0%	-1
CCOc1ccc(S(=O)(=O)Nc2ccc3c(c2)OCO3)cc1	11	-2%	-12	4%	-2%	8	10	0.6%	-9
Cc1cc2ccccc2n1CCNC(=O)C(C)Oc1ccccc1 (stereo not given)	14	-5%	-5	-1%	2%	-2	20	-2.0%	8
O=C(/C=C/c1ccccc1)NCc1ccco1	0	-17%	9	4%	3%	12	-5	-0.9%	-6
Cc1c(Cl)cccc1NC(=O)CNc1ccccc1F	0	-12%	2	0%	0%	0	-1	-0.8%	8
CC(C)NC(=O)C(Sc1ccccc1)c1ccccc1 (stereo not given)	-3	-11%	18	-2%	0%	14	10	-0.7%	-6
Cc1nn(CC(=O)NCCc2cccs2)c(=O)c2cc3ccccc3n12	1	-12%	3	1%	-2%	-21	10	4.5%	4
O=C(NNC(=O)c1nn(-c2ccc(F)cc2)ccc1=O)c1ccccc1Cl	3	-1%	-23	-3%	8%	-3	5	1.8%	-3
Cc1cc(C)cc(NC(=O)N2CCc3ccccc3C2)c1	2	-8%	2	-1%	-4%	-9	-9	-0.1%	-1
CC(=O)Nc1ccc(N=Cc2ccc[nH]2)cc1	0	-4%	10	-1%	7%	-1	-10	1.7%	-4
COc1ccc(CCN2C(=O)C3CC=C(C)CC3C2=O)cc1OC (stereo not given)	-2	.	8	-3%	-1%	-2	2	2.1%	-1
CCN(CC(=O)Nc1ccc(NC(C)=O)cc1)C(=O)/C=C/c1ccc([N+](=O)[O-])cc1	1	5%	2	1%	-2%	5	7	1.2%	4
S=C1NC[C@H](Cc2ccccc2)N1CCc1cccc2ccccc12	4	0%	.	0%	0%	12	-9	0.3%	-4
CC(=O)c1ccccc1NS(=O)(=O)c1ccccc1Cl	1	2%	4	-7%	1%	8	2	1.1%	1
O=C(NCc1cccc(CNC(=O)c2ccco2)c1)c1ccco1	3	-12%	-5	-3%	1%	-1	-12	-0.6%	-8

Compound activity as filed in PubChem.
